Bioassay records: PubChem BioAssay, National Center for Advancing Translational Sciences (NCATS)
EPAC2 antag = blocks human EPAC2 exchange factor | 0.18% of 360,000 active | Potency, µM (top dose mostly 114 µM), for inactives: at the highest dose activity, negative = inhibition, actives largely listed as inhibitors | EPAC2 GEF exchange of Rap1B-BODIPY-GDP, fluorescence; also: % is scaled to controls: 0 for no effect and ±100 for the full control effect; nearly all actives have a fitted effect of over 45% in size; many of its hits are not listed in these tables
Target sequence (Q8WZA2 whole entry, looked up): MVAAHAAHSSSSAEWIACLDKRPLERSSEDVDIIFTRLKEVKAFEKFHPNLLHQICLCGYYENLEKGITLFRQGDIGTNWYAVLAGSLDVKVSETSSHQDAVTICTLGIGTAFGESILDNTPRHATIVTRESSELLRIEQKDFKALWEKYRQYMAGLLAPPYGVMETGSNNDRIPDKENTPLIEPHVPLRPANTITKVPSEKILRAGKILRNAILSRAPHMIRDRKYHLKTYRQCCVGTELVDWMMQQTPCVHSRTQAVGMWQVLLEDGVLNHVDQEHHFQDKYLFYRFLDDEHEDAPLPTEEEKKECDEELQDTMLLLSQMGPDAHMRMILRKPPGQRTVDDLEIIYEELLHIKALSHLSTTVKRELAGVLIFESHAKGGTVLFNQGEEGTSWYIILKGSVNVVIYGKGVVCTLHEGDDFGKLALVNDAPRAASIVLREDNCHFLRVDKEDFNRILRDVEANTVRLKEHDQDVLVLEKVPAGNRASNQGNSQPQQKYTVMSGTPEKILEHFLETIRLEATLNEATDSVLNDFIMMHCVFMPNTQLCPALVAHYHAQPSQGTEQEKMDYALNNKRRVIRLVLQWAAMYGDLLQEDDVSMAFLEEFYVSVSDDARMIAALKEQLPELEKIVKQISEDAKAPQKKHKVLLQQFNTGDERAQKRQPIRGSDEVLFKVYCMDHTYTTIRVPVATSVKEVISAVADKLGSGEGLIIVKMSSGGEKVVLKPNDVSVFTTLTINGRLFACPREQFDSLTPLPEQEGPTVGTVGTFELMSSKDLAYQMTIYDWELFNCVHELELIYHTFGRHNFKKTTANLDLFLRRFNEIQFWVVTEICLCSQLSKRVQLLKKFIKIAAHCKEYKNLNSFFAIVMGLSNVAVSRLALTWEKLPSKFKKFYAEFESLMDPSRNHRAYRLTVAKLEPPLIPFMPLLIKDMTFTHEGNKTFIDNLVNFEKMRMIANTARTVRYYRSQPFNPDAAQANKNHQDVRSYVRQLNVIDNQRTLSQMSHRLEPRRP
A549 tox = A549 cytotoxicity, counter-screen for Nrf2 inhibitors | A549 ARE-Fluc cells, CellTiter-Fluor viability, 18-24 h | Potency, µM (series often up to 46 µM), without a hit: top-dose activity change, negative = cytotoxicity, actives largely listed as inhibitors | 0.16% of 390,000 active; also: % is scaled to controls: 0 for no effect and ±100 for the full control effect
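A549 ARE-Fluc cells in 5% FBS OPTI-MEM, 5000 cells/well, rested 2 h then exposed to compounds in concentration-response for 18-24 h at 37 °C. Viability by CellTiter-Fluor fluorescence (Ex 405/Em 525) after 30 min; luciferase luminescence (BugLite, 15 min, RT) read afterwards.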
MCF10A rereplic = inducers of DNA re-replication in MCF 10A breast cells; MCF 10A DNA re-replication, Hoechst nuclear intensity, 48 h; Potency, µM (series often up to 46.1 µM), for the others: at the top dose activity, positive = re-replication, actives largely listed as activators; 2.9% of 350,000 active; AID 624296; also: % of control where 0% means no effect; nearly all actives have a fitted effect of over 50% in size
ATXN2 expr inh = reduces ATXN2 reporter expression in HEK-293 cells; AID 1745845; Potency, µM (series often up to 57 µM), without a hit: at the top dose activity change, negative = inhibition, most hits filed as inhibitors; 0.72% of 360,000 active; HEK-293 ATXN2-luciferase reporter, luminescence, 24 h; also: % is scaled to controls: 0 for no effect and ±100 for the full control effect; nearly all actives have a fitted effect of over 55% in size
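ATXN2-luciferase reporter cells (luciferase flanked by upstream and downstream ATXN2 gene portions) were treated 24 h at 37 °C with compounds at up to 57 uM. SteadyGlo luminescence gave expression; GF-AFC fluorescence gave viability.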
Nrf2 activator = Nrf2 pathway activation. Potency, µM (series often up to 46.1 µM), for the others: top-dose activation, usual class: activators. AID 624171. 0.31% of 410,000 active. AREc32 ARE-luciferase reporter (MCF7-derived line), luminescence, 24 h; also: % of control where 0% means no effect; nearly all actives have a fitted effect of over 65% in size
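Reporter line AREc32 (ARE-Fluc), seeded overnight in OPTI-MEM with 5% FBS; compound pin-transferred, 24 hr at 37 deg C, 5% CO2; luminescent read-out.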
Nrf2 inh = Nrf2 pathway inhibition; A549 ARE-Fluc reporter, luciferase luminescence, 18-24 h; Potency, µM (doses to about 46 µM), for inactives: top-dose activity change, negative = inhibition, hits mostly inhibitors; 2.1% of 360,000 active; also: % is scaled to controls: 0 for no effect and ±100 for the full control effect; nearly all actives have a fitted effect of over 60% in size
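A549 ARE_Fluc cells (5000/well, 5% FBS OPTI-MEM) pre-incubated 2 h, then treated with compounds 18-24 h at 37C/5% CO2 in concentration-response. CellTiter-Fluor viability read first; BugLite luciferase luminescence after 15 min at room temperature gives Nrf2 activity.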
HepG2 tox = counter-screen for TGF-b inhibitors: cytotoxicity in HepG2 cells; HepG2 CAGA-GFP viability, ATP luminescence, 18 h; Potency, µM (top dose mostly 46.1 µM), inactives show at the top dose activity change, negative = cytotoxicity, hits mostly cytotoxic; 0.76% of 410,000 active; AID 588856; also: some results filed as inactive show a strong effect at the top dose
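HepG2 CAGA-GFP cells (1000/well, DMEM with 1% FBS) received compound, then TGF-beta at 500 pg/mL final, and were incubated 18 hours at 37 degrees C. Viability was read by CellTiter-Glo luminescence. Media-only wells were set as complete cell-killing and DMSO as no toxicity.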
TGFb inhibitor = inhibitors of TGF-b signaling | AID 588855 | Potency, µM (series often up to 46.1 µM), inactives show at the top dose activity, negative = inhibition, usual class: inhibitors | HepG2 CAGA-GFP TGF-b/SMAD3 reporter, GFP fluorescence, 18 h; TGF-beta stimulated, 500 pg/mL final | 1.2% of 410,000 active; also: % is scaled to controls: 0 for no effect and ±100 for the full control effect; nearly all actives have a fitted effect of over 65% in size
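Inhibition was scored as loss of TGF-beta-induced (500 pg/mL final, 18 hours, 37 degrees C) GFP in HEPG2 cells carrying a CAGA-GFP reporter, in DMEM with 1% FBS. Well GFP was summed per cell; Activity was normalised to unstimulated and stimulated DMSO wells, then concentration-response fitting.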
S2 tox = viability counter-screen for ATXN expression inhibitors | S2 cells (HEK-293 line with an ATXN2-luciferase reporter) viability, CellTiter-Fluor protease fluorescence, 24 h | Potency, µM (titrated, usually from 56.7 µM), actives largely listed as cytotoxic | 0.49% of 400,000 active | AID 651635; also: nearly all actives have a fitted effect of over 40% in size
* marks the source's active call; other numbers are inactive results; & = joins results of further samples; [ ] = remark or other dose. Calls follow the shape of the dose curve; as a rule, active = well fitted curve in the direction sought with a large enough effect; inconclusive = small, poorly fitted or top-dose-only effect, or another doubt; inactive = no such curve, though single readings can be large; an effect the other way counts as inactive or inconclusive. Potency is read from the fitted curve at half-maximal effect. The list is partial; rates above refer to the full screens.

CCOC(=O)[C@]12CCC=C1N(Cc1ccc3c(c1)OCO3)C(=O)[C@H](CC(=O)NCc1cccs1)C2 was read as EPAC2 antag -0.4%, ATXN2 expr inh 0.6%, Nrf2 activator -0.1% and S2 tox inactive.
Screening O=C(CCCCn1c(=O)[nH]c2ccccc2c1=O)NCCc1c[nH]c2ccccc12 returned EPAC2 antag 2.2%, A549 tox 2.2%, MCF10A rereplic -3.6%, ATXN2 expr inh -14.3%, Nrf2 activator 0.3%, Nrf2 inh -21.9%, HepG2 tox -25.0%, TGFb inhibitor -10.5% and S2 tox inactive.
CC(=O)OCc1cc2cccc(C)c2[nH]c1=O was read as EPAC2 antag 2.2%, A549 tox -16.0%, MCF10A rereplic 3.1%, ATXN2 expr inh 0.1%, Nrf2 activator 0.1%, Nrf2 inh -13.8%, HepG2 tox -11.1%, TGFb inhibitor -8.8% and S2 tox inactive.
For Cc1ccc(C(=O)Nc2cccc3cccnc23)cc1C the results were EPAC2 antag -6.2%, A549 tox 9.4%, MCF10A rereplic 9.7%, ATXN2 expr inh 32.4%, Nrf2 activator 21.7%, Nrf2 inh inconclusive, HepG2 tox -32.3%, TGFb inhibitor -4.7% and S2 tox inactive.
CC(=O)Nc1ccc(C(=O)Nc2nnc(CCc3ccccc3)s2)cc1 was read as EPAC2 antag 9.5%, A549 tox 11.1%, MCF10A rereplic 21.2%, ATXN2 expr inh -13.7%, Nrf2 activator 0.9%, Nrf2 inh -6.4%, HepG2 tox 1.8%, TGFb inhibitor -0.8% and S2 tox inactive.
O=C1OCCN1C(=O)[C@H]1[C@H](c2ccc([N+](=O)[O-])cc2)C(c2cccc(Cl)c2)=NN1c1ccccc1 was read as EPAC2 antag -3.2%, A549 tox -16.9%, MCF10A rereplic -4.5%, ATXN2 expr inh -2.2%, Nrf2 activator 3.3%, Nrf2 inh -11.1%, HepG2 tox -8.2%, TGFb inhibitor inconclusive and S2 tox inconclusive.
For Cc1ccc(S(=O)(=O)NCC(=O)OCc2cc(=O)oc3cc(C)ccc23)cc1 the results were EPAC2 antag 0.3%, A549 tox 4.0%, MCF10A rereplic -0.7%, ATXN2 expr inh -7.2%, Nrf2 activator -1.6%, Nrf2 inh 21.8%, HepG2 tox 8.2%, TGFb inhibitor 8.0% and S2 tox inactive.
`O=C(c1ccco1)N1CCN(C(=O)c2cn(-c3ccccc3)nc2-c2ccc(F)cc2)CC1` gave EPAC2 antag 5.8%, A549 tox 2.4%, MCF10A rereplic 0.3%, ATXN2 expr inh 46.7%[activator], Nrf2 activator 5.3%, Nrf2 inh inconclusive, HepG2 tox -0.2%, TGFb inhibitor -21.4% and S2 tox inactive.
Screening Cc1ccc2cc(/C=N/NC(=O)[C@@H]3CCCN3)c(Cl)nc2c1 returned EPAC2 antag -0.3%, A549 tox -4.4%, MCF10A rereplic 5.1%, ATXN2 expr inh 17.3%, Nrf2 activator 4.0%, Nrf2 inh inconclusive, HepG2 tox 13.4%, TGFb inhibitor -4.0% and S2 tox inactive.
`O=C(Nc1ccccn1)c1cccc(S(=O)(=O)N2CCCC2)c1` gave EPAC2 antag -0.7%, A549 tox -0.8%, MCF10A rereplic 0.2%, ATXN2 expr inh -2.6%, Nrf2 activator 5.8%, Nrf2 inh -5.3%, HepG2 tox -19.4%, TGFb inhibitor -25.0% and S2 tox inactive.
For Cc1ccc(O)c(NC(=S)NC(=O)/C=C/c2ccco2)c1 the results were EPAC2 antag 4.2%, A549 tox -0.5%, MCF10A rereplic 10.5%, ATXN2 expr inh 35.9%[activator], Nrf2 activator 7.0%, Nrf2 inh inconclusive, HepG2 tox -12.3%, TGFb inhibitor -13.3% and S2 tox inactive.
`O=C(CSc1ncn[nH]1)Nc1c(F)cc(F)cc1Br` gave EPAC2 antag 12.6%, A549 tox -2.1%, MCF10A rereplic -0.2%, ATXN2 expr inh -3.7%, Nrf2 activator -0.3%, Nrf2 inh 4.6%, HepG2 tox -3.0%, TGFb inhibitor -2.9% and S2 tox inactive.
`CCCCN1C(=O)/C(=C2/Sc3ccc(OC)cc3N2CC)SC1=S` gave EPAC2 antag -10.5%, A549 tox -0.8%, MCF10A rereplic 10.6%, Nrf2 activator 4.7%, Nrf2 inh -5.1%, HepG2 tox 2.7%, TGFb inhibitor 29.1% and S2 tox inactive.
`CCOc1c2ccc(C(=O)NCc3ccco3)cc2nn1CCOC` gave EPAC2 antag -1.8%, A549 tox -1.1%, MCF10A rereplic 8.4%, ATXN2 expr inh 8.5%, Nrf2 activator -0.2%, Nrf2 inh 2.3%, HepG2 tox 4.8%, TGFb inhibitor -0.1% and S2 tox inactive.
For Cc1cccc(CNS(=O)(=O)c2ccc(-c3cnc(C4CC4)o3)cc2)c1 the results were EPAC2 antag -11.4%, A549 tox -6.6%&0.3%, MCF10A rereplic 13.1%, ATXN2 expr inh inconclusive, Nrf2 activator -0.6%&1.5%, Nrf2 inh inconclusive, HepG2 tox -23.5%&-26.3%, TGFb inhibitor inconclusive and S2 tox inconclusive.
Screening COc1ccc([C@@]2(O)c3c(ccc(CC=C(C)C)c3O)NC(=O)[C@@H]2OC)cc1 returned EPAC2 antag -23.9%, A549 tox -5.0%, MCF10A rereplic 12.0%, ATXN2 expr inh -15.9%, Nrf2 activator -0.4%, Nrf2 inh inconclusive, HepG2 tox 0.3%, TGFb inhibitor -15.3% and S2 tox inactive.
Screening CC(=O)Nc1ccc(NC(=O)c2ccc(NC(=O)c3ccccc3)cc2)cc1 returned EPAC2 antag -4.6%, A549 tox 1.1%, MCF10A rereplic 1.2%, ATXN2 expr inh 0.0%, Nrf2 activator -0.1%, Nrf2 inh 1.3%, HepG2 tox 0.0%, TGFb inhibitor -5.8% and S2 tox inactive.
Screening O=C1Nc2ccccc2C12Nc1ccccc1-c1nc3ccccc3n12 (centres undefined) returned EPAC2 antag -3.0%, A549 tox inconclusive, MCF10A rereplic -0.7%, ATXN2 expr inh -1.3%, Nrf2 activator 3.4%, HepG2 tox -8.2%, TGFb inhibitor -1.5% and S2 tox inactive.
CN1CCN(S(=O)(=O)c2cccc(C#N)c2)C(c2ccccc2)C1 (centres undefined) was read as EPAC2 antag -4.8%, A549 tox -1.4%, MCF10A rereplic -1.1%, ATXN2 expr inh 3.6%, Nrf2 activator 0.0%, Nrf2 inh -12.8%, HepG2 tox -14.0%, TGFb inhibitor -0.3% and S2 tox inactive.
For COc1cc(C2OCC3C(c4cc(OC)c(OC)c(OC)c4)OCC23)cc(OC)c1OC (centres undefined) the results were EPAC2 antag 8.4%, A549 tox -4.0%, MCF10A rereplic inconclusive, ATXN2 expr inh 8.7%, Nrf2 activator 4.9%, Nrf2 inh -7.6%, HepG2 tox 15.7%, TGFb inhibitor 35.7%[activator] and S2 tox inactive.
O=c1cc(N2CCOCC2)[nH]c(=O)n1-c1ccc(Br)cc1 was read as EPAC2 antag 24.7%, A549 tox 5.4%, MCF10A rereplic 3.9%, ATXN2 expr inh 6.3%, Nrf2 activator -0.1%, Nrf2 inh 17.8%, HepG2 tox -19.5%, TGFb inhibitor inconclusive and S2 tox inactive.
`O=C(O)CCC(=O)N1CCC(C(=O)c2cccc(Cl)c2)CC1` gave EPAC2 antag -1.7%, A549 tox -2.7%, MCF10A rereplic 3.3%, ATXN2 expr inh -4.7%, Nrf2 activator -0.9%, HepG2 tox 0.1%, TGFb inhibitor -9.1% and S2 tox inactive.
For CCc1cccc(OCC(=O)Nc2ccc(S(=O)(=O)N3CCCC3)cc2)c1 the results were EPAC2 antag -5.7%, A549 tox 1.3%, MCF10A rereplic 5.7%, ATXN2 expr inh -8.4%, Nrf2 activator 0.9%, Nrf2 inh -6.9%, HepG2 tox 12.8%, TGFb inhibitor 13.0% and S2 tox inactive.
Screening O=C(Cc1nn[nH]n1)Nc1ccc(F)cc1F returned EPAC2 antag 0.7%, A549 tox -7.6%, MCF10A rereplic 6.4%, ATXN2 expr inh -3.5%, Nrf2 activator 0.3%, Nrf2 inh 2.5%, HepG2 tox -12.2%, TGFb inhibitor 1.6% and S2 tox inactive.
CCSC1(SCC)N=C(N)C2(C#N)C(c3ccccc3)NC(C)=C(C)C12C#N (centres undefined) was read as EPAC2 antag 1.5%, A549 tox -0.4%, MCF10A rereplic 8.8%, ATXN2 expr inh 1.1%, Nrf2 activator 7.2%, Nrf2 inh 1.5%, HepG2 tox 27.1%, TGFb inhibitor 11.8% and S2 tox inactive.
CC(C1CC1)N(Cc1ccccc1)C(=O)NC(=O)c1ccc(F)cc1 (centres undefined) was read as EPAC2 antag -22.0%, A549 tox -0.5%, MCF10A rereplic -0.3%, ATXN2 expr inh -14.1%, Nrf2 activator -0.1%, Nrf2 inh -22.8%, HepG2 tox 1.2%, TGFb inhibitor -4.3% and S2 tox inactive.
CC1CCC(N(C)C(=O)CN2C(=O)NC(c3ccccc3)(c3ccccc3)C2=O)CC1 (centres undefined) was read as EPAC2 antag -12.5%, Nrf2 activator -0.5%, HepG2 tox -48.1%, TGFb inhibitor -10.5% and S2 tox inactive.
`COC(=O)c1sc(NC(=O)CSc2nnnn2-c2ccc(C)cc2C)nc1C` gave EPAC2 antag -1.1%, A549 tox 1.0%, MCF10A rereplic 7.3%, ATXN2 expr inh -1.4%, Nrf2 activator 0.6%, Nrf2 inh 8.9%, HepG2 tox -12.2%, TGFb inhibitor 12.6% and S2 tox inactive.
`CC(Sc1nnc(CN2CCCC2)n1Cc1ccccc1)C(=O)Nc1ccc(F)cc1Cl` (centres undefined) gave EPAC2 antag -7.2%, A549 tox 1.7%, MCF10A rereplic inconclusive, ATXN2 expr inh -12.5%, Nrf2 activator -0.4%, Nrf2 inh 9.3%, HepG2 tox -10.3%, TGFb inhibitor inconclusive and S2 tox inactive.
